# Screens deposited in PubChem by Fisher Drug Discovery Resource Center.
# NPYLR7 agonist: mosquito NPYLR7 agonism; 270,000 compounds, 0.15% hits; HEK293T NPYLR7/Galpha15, GCaMP6s calcium fluorescence; activation, % at 10 µM; in the data active = activation above about 40%;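 note: 0% = vehicle and 100% = reference agonist at the receptor; some compounds past the cut are filed as inactive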
# hcGAS inh: blocks human cGAS activity; Q8N884; recombinant h-cGAS, ATP depletion, Kinase-Glo luminescence; inhibition, % at 12.5 µM; 290,000 compounds, 0.081% hits; AID 1259398;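 note: 0% = vehicle reaction and 100% = reaction without DNA for no activity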
# Target sequence (Q8N884 whole entry, looked up): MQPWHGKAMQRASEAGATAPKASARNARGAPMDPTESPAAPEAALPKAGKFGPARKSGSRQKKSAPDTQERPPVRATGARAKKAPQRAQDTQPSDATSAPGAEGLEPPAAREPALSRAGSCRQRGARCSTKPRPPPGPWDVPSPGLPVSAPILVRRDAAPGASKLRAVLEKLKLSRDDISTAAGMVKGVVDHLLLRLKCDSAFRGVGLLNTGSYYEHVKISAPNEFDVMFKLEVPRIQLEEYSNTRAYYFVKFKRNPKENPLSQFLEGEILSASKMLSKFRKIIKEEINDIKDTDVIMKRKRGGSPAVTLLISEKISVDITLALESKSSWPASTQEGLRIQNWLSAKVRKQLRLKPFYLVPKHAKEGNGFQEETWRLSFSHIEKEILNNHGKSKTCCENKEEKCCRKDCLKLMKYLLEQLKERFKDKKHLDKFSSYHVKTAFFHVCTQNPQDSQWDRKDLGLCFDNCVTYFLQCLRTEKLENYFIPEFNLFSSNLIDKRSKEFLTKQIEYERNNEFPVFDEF
# mcGAS lum: blocks mouse cGAS activity. recombinant cGAS, Kinase-Glo ATP depletion luminescence. inhibition, % at 12.5 µM. 160,000 compounds, 0.15% hits. AID 1259399;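 note: 0% = negative control wells and 100% = reference inhibitor with no enzyme activity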
# Starred values were filed as active, the others as inactive; / = no result given. Cut-off read from the data, not from the text of the source, unless noted: active = inhibition above about 40%; inactive = the rest. Compounds were not picked by outcome; any-hit rate near 0.29%.
(1) COCCNC(=O)c1csc(COc2cccc(C)c2)n1
(2) O=C(COC(=O)C12CC3CC(CC(Br)(C3)C1)C2)N1CCCCC1
(3) CSCCC(C(=O)O)N1CS/C(=C2\C(=O)Nc3ccc(Br)cc32)C1=O (stereo unspecified)
(4) O=C(c1ccc(N2CCC(NCCc3cn4ccsc4n3)CC2)cc1)N1CCOCC1
(5) COCCNc1nc(NC(C)C)nc2ccsc12
assay / compound | 1 | 2 | 3 | 4 | 5
hcGAS inh | 0 | -3 | 10 | -7 | -8
mcGAS lum | -7 | -4 | 11 | / | /
NPYLR7 agonist | -4 | 7 | -7 | 18 | 14

(6) CCN1CCN(C(=O)c2cccc(Nc3c(Oc4ccc5c(c4)OCO5)cnn(-c4ccc(C)cc4)c3=O)c2)CC1
(7) Cc1[nH]n(-c2nc(-c3ccccc3)cs2)c(=O)c1N=Nc1ccc(Cl)cc1
(8) CCOC(=O)c1cc(-c2ccc(N3CCN(C(=O)COCc4ccccc4)CC3)cc2)n(-c2ccccc2OC)n1
(9) CCCCCCC(=O)Nc1c(-c2ccc(C)cc2)nc2cc(C)ccn12
(10) COc1cccc(-n2c(SCC(=O)NCC3CCCO3)nc3c(c2=O)SCC3)c1 (stereo unspecified)
assay / compound | 6 | 7 | 8 | 9 | 10
hcGAS inh | -5 | -3 | -4 | -3 | -7
mcGAS lum | -4 | -5 | -7 | -7 | -7
NPYLR7 agonist | 11 | 1 | 22 | -2 | -5

(11) O=C(CCc1c[nH]c2ccccc12)N1CC(=O)N(C2CCCCC2)CC(OCc2ccncc2)C1 (stereo unspecified)
(12) CCCn1c(C)cnc1CC1CCCN(S(=O)(=O)CCC)C1 (stereo unspecified)
(13) CCCNC(=O)CN(C)C(=O)c1cccc(OCc2c(C)noc2C)c1
(14) CCOC(=O)c1nn(-c2ccccc2C)c(=O)cc1OCC
(15) CC(=O)Nc1cccc(S(=O)(=O)N2CCC3(CCCN(C)C3=O)C2)c1 (stereo unspecified)
assay / compound | 11 | 12 | 13 | 14 | 15
hcGAS inh | -13 | -13 | 2 | -5 | -1
mcGAS lum | -8 | -5 | -5 | / | -14
NPYLR7 agonist | 22 | / | 0 | 9 | 10

(16) CC(=O)N1CCC(CC(=O)N2CCN(Cc3cnoc3C)CC2)CC1
(17) Cc1n[nH]c(=O)c(C(=O)NCc2nc(-c3ccc(F)cc3)n[nH]2)c1C
(18) c1cc2c3c(cccc3c1)-c1nc3c(nc1-2)CCCC3
(19) O=C(NCc1cccc(C(F)(F)F)c1)c1ccc(CSc2nnc(-c3ccccc3Cl)n2-c2cccc(Cl)c2)cc1
(20) CCc1nc(-c2ccccc2)nc(N2CCN(C(=O)c3ccc(F)cc3)CC2)c1Cc1cccc(Cl)c1
assay / compound | 16 | 17 | 18 | 19 | 20
hcGAS inh | -12 | -10 | -4 | -12 | -8
mcGAS lum | -5 | -13 | / | -5 | -5
NPYLR7 agonist | / | -2 | -3 | 16 | -4

# One compound at a time, from the list above:
# Shown for O=C(c1ccc(N2CCC(NCCc3cn4ccsc4n3)CC2)cc1)N1CCOCC1 : hcGAS inh: -7; mcGAS lum: /; NPYLR7 agonist: 18
# Shown for CCOC(=O)c1cc(-c2ccc(N3CCN(C(=O)COCc4ccccc4)CC3)cc2)n(-c2ccccc2OC)n1 : hcGAS inh: -4; mcGAS lum: -7; NPYLR7 agonist: 22

# (more compounds)
(21) FC(F)(F)c1ccc(Cn2cnc(-c3ccccc3)c2C2CC2)cn1
(22) COCCN(Cc1c(-c2cccc(C)c2)noc1N1CCOCC1)C(=O)c1ccccc1
(23) CCN1C(=O)N(CO)C2C1N(CO)C(=O)N2CC (stereo unspecified)
(24) CC(=NNc1ccc([N+](=O)[O-])cc1[N+](=O)[O-])C12CC3CC(CC(C3)C1)C2
(25) Cc1ccnc(SCc2cc(=O)c(OC(=O)Cc3cccc4ccccc34)co2)n1
assay / compound | 21 | 22 | 23 | 24 | 25
hcGAS inh | -6 | -4 | 7 | -2 | 6
mcGAS lum | -9 | -4 | -4 | / | 60*
NPYLR7 agonist | -8 | 2 | 6 | 0 | 14

(26) Cc1cc(C)n(CCCNS(=O)(=O)c2ccc3c(c2)CCC3)n1
(27) COc1cccc(NC(=O)CSc2ccc3nnc(CCNC(=O)c4ccccc4)n3n2)c1
(28) O=C(CSc1nnnn1C1CC1)NC1CC1c1ccccc1C(F)(F)F (stereo unspecified)
(29) CC(C)CCN(Cc1c(-c2ccccc2)noc1N1CCN(C)CC1)C(=O)c1cccc(F)c1
(30) O=C(Nc1ccccc1C1SCC(=O)N1c1cc(F)ccc1F)c1ccccc1Br (stereo unspecified)
assay / compound | 26 | 27 | 28 | 29 | 30
hcGAS inh | -5 | -4 | -5 | 2 | -7
mcGAS lum | / | -8 | -16 | -2 | -5
NPYLR7 agonist | 1 | 3 | 6 | 3 | 16

(31) O=C(Cn1cnc([N+](=O)[O-])n1)N/N=C\c1cccc(Cl)c1
(32) COc1ccc(-n2c(SCc3ccc(C(=O)Nc4cccc(C)c4)cc3)nnc2-c2cccs2)cc1
(33) CSc1ncc(CN2CCN(Cc3ccc(C)o3)C(CCO)C2)cn1 (stereo unspecified)
(34) Nc1ccc(-c2c(C3CC3)[nH]n(-c3ccccc3)c2=O)cc1
(35) Cc1c(S(=O)(=O)Nc2ccn(C)n2)cnn1-c1ccccn1
assay / compound | 31 | 32 | 33 | 34 | 35
hcGAS inh | 0 | -13 | -2 | 1 | -5
mcGAS lum | 1 | -7 | -7 | / | -12
NPYLR7 agonist | -8 | 13 | 16 | 32 | -1

# A second format for part of the listing above.
18: c1cc2c3c(cccc3c1)-c1nc3c(nc1-2)CCCC3
  hcGAS inh: -4
  mcGAS lum: /
  NPYLR7 agonist: -3
8: CCOC(=O)c1cc(-c2ccc(N3CCN(C(=O)COCc4ccccc4)CC3)cc2)n(-c2ccccc2OC)n1
  hcGAS inh: -4
  mcGAS lum: -7
  NPYLR7 agonist: 22
28: O=C(CSc1nnnn1C1CC1)NC1CC1c1ccccc1C(F)(F)F (stereo unspecified)
  hcGAS inh: -5
  mcGAS lum: -16
  NPYLR7 agonist: 6
9: CCCCCCC(=O)Nc1c(-c2ccc(C)cc2)nc2cc(C)ccn12
  hcGAS inh: -3
  mcGAS lum: -7
  NPYLR7 agonist: -2

# More records.
(36) COc1ncccc1Nc1ncc(CN2CCC2c2ccccc2)s1 (stereo unspecified)
(37) Cc1ccc2[nH]c3c(=O)n(CCC(=O)NC(C)CCc4ccccc4)cnc3c2c1 (stereo unspecified)
(38) O=C(N[C@H]1C[C@H]2CC[C@@H]1C2)C1CC1(c1ccccc1)c1ccccc1 (stereo partly specified)
(39) Cc1ccc(C(=O)Nc2ccc(N3CCCCC3)c(C(=O)NCCc3ccccc3)c2)cc1[N+](=O)[O-]
(40) O=C(c1ccc(CSc2ncccn2)o1)N1CCCC1Cn1cccn1 (stereo unspecified)
assay / compound | 36 | 37 | 38 | 39 | 40
hcGAS inh | -10 | -6 | -5 | -5 | -6
mcGAS lum | / | -10 | -4 | -6 | /
NPYLR7 agonist | 4 | / | -4 | 0 | 3

(41) CN1CC2(CCN(C(=O)CCn3cc(Cl)cn3)C2)OC1=O (stereo unspecified)
(42) CC1(C(=O)N2Cc3ccccc3C2)CCN1C(=O)CCc1cccs1 (stereo unspecified)
(43) O=C(C1=C(O)C(=O)N(c2cccc(Br)c2)C1c1ccccc1)C1CC1 (stereo unspecified)
(44) NCC1CCN(Cc2nc3ccccc3[nH]2)C1 (stereo unspecified)
(45) CCCC(C(=O)Nc1cccc(S(=O)(=O)NC2CC2)c1)c1ccccc1 (stereo unspecified)
assay / compound | 41 | 42 | 43 | 44 | 45
hcGAS inh | -6 | -5 | -3 | -2 | -3
mcGAS lum | / | -3 | / | / | /
NPYLR7 agonist | 8 | 3 | 0 | 5 | 1

(46) Cc1nn(C)c(=O)c(C(=O)N(C)CC(C)C)c1C
(47) O=[N+]([O-])c1ccc(NNC(=S)Nc2ccc(Cl)cc2)c(S(=O)(=O)N2CCOCC2)c1
(48) COc1ccc(CCNC(=O)c2ccccc2N2CCC(NS(=O)(=O)c3ccccc3)CC2)cc1OC
(49) COc1cc(C/C=C/c2ccccc2)c(OC)cc1O
(50) Cc1nnc(SCc2nc(C(C)C)nn2-c2ccc3c(c2)OCO3)s1
assay / compound | 46 | 47 | 48 | 49 | 50
hcGAS inh | -6 | -17 | 3 | -5 | -6
mcGAS lum | / | -9 | 0 | -6 | /
NPYLR7 agonist | -1 | -6 | 2 | / | -1

(51) COc1ccc(Br)c(C(=O)Nc2nc3c(s2)CCC3)c1
(52) Brc1ccc(NCc2nnnn2C2CC2)cc1
(53) CSCCC(=O)Nc1cc(C(C)(C)C)nn1-c1ccc(C#N)cc1
(54) Cc1cccc(C)c1Oc1ncccc1CNCc1ccccn1
(55) CCOc1ccc(-n2c(C)n[nH]c2=O)cc1
assay / compound | 51 | 52 | 53 | 54 | 55
hcGAS inh | -9 | 1 | -10 | -11 | -5
mcGAS lum | / | 0 | -10 | / | /
NPYLR7 agonist | -4 | -2 | 17 | 4 | 9

(56) Cc1ccc(-n2cc(CN3CCc4[nH]cnc4C3c3ccncc3)cn2)cc1C (stereo unspecified)
(57) Cc1cc(Oc2ccc3c(c2)OCO3)nc(SCc2ccccc2C)n1
(58) CCCCCCn1c(=O)c2c(nc3n2CCN3c2ccc(C)c(C)c2)n(C)c1=O
(59) COCCCN(Cc1cccc(C)c1)Cc1ccc(C(O)(c2ccccc2)c2ccccc2)o1
(60) CCOC(=O)C(=O)N1CCC(c2nc(-c3cccc(C)c3)no2)CC1
assay / compound | 56 | 57 | 58 | 59 | 60
hcGAS inh | -2 | -7 | -7 | -3 | -8
mcGAS lum | -15 | -5 | / | -4 | -5
NPYLR7 agonist | 1 | 24 | 1 | -1 | 5

(61) CCc1nc(C(N)=O)c2[nH]c(=O)n(-c3ccccc3F)c2n1
(62) Cc1cccc(C)c1NC(=O)CN(C)C(=O)c1ccc(Cl)s1
(63) CCCCN(Cc1cccn1C)C(=O)CN(CC(C)C)C(=O)c1ccc([N+](=O)[O-])cc1Cl
(64) Cn1cc(C2NC(=O)c3sc4ccccc4c3N2)c(=O)n(C)c1=O (stereo unspecified)
(65) CC(=O)c1cccc(NC(=O)CSc2nc(=O)n(N3CCN(C)CC3)c3c2CCC3)c1
assay / compound | 61 | 62 | 63 | 64 | 65
hcGAS inh | 1 | -4 | -14 | -10 | -2
mcGAS lum | / | / | -5 | -17 | 1
NPYLR7 agonist | 18 | 3 | 13 | 3 | -6

(66) O=C(CC1CCCC1)N1CCN(C(=O)c2ccc(-c3ccccc3)cc2)CC1
(67) CC(C)C(=O)Nc1cccnc1-c1cccc2ccnn12
(68) Cc1ncccc1Oc1ncnc(N2CCCC3(CC2)CN(C)C(=O)O3)c1C (stereo unspecified)
(69) CCCC1(C)C(C#N)(C(=O)OC)C1(C#N)C(=O)OC (stereo unspecified)
(70) CCc1ccc(Cc2cnc(N3C(=N)SC(C)C3=O)s2)cc1 (stereo unspecified)
assay / compound | 66 | 67 | 68 | 69 | 70
hcGAS inh | -3 | -8 | -6 | -10 | -6
mcGAS lum | / | -17 | -17 | / | -8
NPYLR7 agonist | 0 | 21 | 17 | 2 | -4

(71) CCN(CC)c1ccc(CNc2nn[nH]n2)cc1
(72) CC=CCn1c(=O)c2c(nc3n(-c4ccc(S(N)(=O)=O)cc4)c(C)cn23)n(C)c1=O
(73) CCOc1ncccc1C(=O)OCC(=O)Nc1cc(Cl)ccc1OC
(74) O=[N+]([O-])c1cc(S(=O)(=O)N2CCOCC2)ccc1Nc1cccc(C=Cc2ccccn2)c1
(75) CC1CCN(C(=O)c2cc(NC(=O)/C=C/c3ccccc3)ccc2N2CCCCC2)CC1
assay / compound | 71 | 72 | 73 | 74 | 75
hcGAS inh | -5 | -7 | -5 | -6 | -2
mcGAS lum | / | -6 | / | / | -4
NPYLR7 agonist | -1 | 4 | 8 | 5 | 20

(76) CC(=O)N[C@@H](CCC(N)=O)C(=O)O
(77) Cc1sc2ncnc(N(C)Cc3ncc[nH]3)c2c1C
(78) Cc1ccc(CN(C)C(=O)Cn2nnnc2-c2ccccc2F)c(C)c1
(79) Cc1[nH]c2ccc(C(=O)NNC(=O)c3ccco3)cc2c1C
(80) CCN(Cc1nccn1C)C(=O)CC1C(=O)NCCN1C1Cc2ccccc2C1 (stereo unspecified)
(81) Cc1cnccc1CN(C)Cc1cn(C)c2ccccc12
assay / compound | 76 | 77 | 78 | 79 | 80 | 81
hcGAS inh | 0 | -5 | -11 | -9 | -4 | -2
mcGAS lum | / | -8 | -18 | -5 | -15 | /
NPYLR7 agonist | 1 | 3 | -3 | 12 | 2 | -3
